Compound activity (PubChem BioAssay)
LMP1 NFkB inh = Epstein-Barr LMP1 NF-kappaB reporter inhibition. actives 0.69% (n = 350,000). LMP1-induced NF-kappaB luciferase reporter cells, luminescence. inhibition, % at 12.5 µM; in the data active means inhibition above about 41%;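 further: 0% = neutral control wells and 100% = reference inhibitor control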
TWEAK-Fn14 inh = TWEAK-Fn14 signaling inhibition. AID 1159606. TWEAK-stimulated Fn14 reporter cells, luciferase luminescence, 8 h. inhibition, % at 10 µM. actives 2% (n = 360,000); in the data active means inhibition above about 50%
CF NFkB block = inhibitors of cystic fibrosis induced NF-kB | KKLEB NF-kB-GFP reporter, PAF-induced, GFP fluorescence overnight | inhibition, % at 5 µM | actives 0.86% (n = 360,000) | AID 588850;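 active means at least 50% inhibition at 5 µM, scaled per plate between neutral and stimulator controls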;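 further: PAF is a Pseudomonas aeruginosa culture filtrate used as stimulus; plate controls were PAF-stimulated DMSO wells for no effect and unstimulated DMSO wells for full effect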
KKLEB tox = CF airway cell cytotoxicity counter-screen | KKLEB CF airway cells viability, ATPlite luminescence, overnight; active compounds read low; cells stimulated with P. aeruginosa culture filtrate | activity change (cytotoxicity), % at 5 µM | actives 0.36% (n = 360,000) | AID 602141;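 active means corrected activity change at or below -50% at 5 µM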
TROY NFkB inh = blocks TROY-dependent signaling in reporter cells. Q293 LMP1-TROYcd NF-kB luciferase reporter, 4 h. inhibition, % at 10 µM. actives 0.98% (n = 360,000). AID 1347056;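 active means compounds whose plate-normalised and pattern-corrected inhibition of the luciferase reporter signal at the single screening dose is 50% or more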
NR2F2 inh = blocks human COUP-TFII nuclear receptor | P24468 | HEK293T NGFI-A luciferase reporter, luminescence | inhibition, % at 8.6 µM | actives 0.7% (n = 370,000);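 active means inhibition above a per-plate cutoff, mean inhibition of test wells between control levels plus 3 SD, cut at about 38% in these data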;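 further: cells cotransfected with COUP-TFII expression vector driving the NGFI-A reporter; 0% = median of COUP-TF2 test wells and 100% = reporter-only cells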
LRH-1 inv ag = suppresses constitutive activity of human LRH-1 | HEK293T StAR-luciferase reporter, LRH-1 transfected, 24 h | inhibition, % at 3.6 µM | actives 0.13% (n = 360,000) | AID 602396;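 active means inhibition above the mean inhibition of all tested compounds plus 3 SD, cut at about 73% in these data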;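 further: 0% = DMSO wells and 100% = reporter-only cells lacking LRH-1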
TRAIL sens C8 = sensitizes caspase-8 expressing cells to TRAIL; inhibition (viability loss, TRAIL sensitization), % at 10 µM; actives 1% (n = 360,000); AID 624354; NB7+C8 cells + TRAIL, ATPlite viability luminescence;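 active means compounds causing at least 50% loss of cell viability in the single-dose screen, relative to plate controls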
SRC1 inh = inhibits human SRC1 coactivator; Q15788; HEK293 GAL4-SRC1 luciferase reporter, luminescence; inhibition, % at 3.6 µM; actives 0.12% (n = 360,000); AID 588354;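 active means inhibition above the campaign mean plus 3 SD, with each screening campaign given its own cutoff, cut at about 60% in these data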;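 further: 0% = DMSO treated cells and 100% = gossypol at 36 µM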
NCOA2 inhibitor = inhibits human steroid receptor coactivator 2. Q15596. HEK293 GAL4-SRC2 luciferase reporter, luminescence. actives 0.17% (n = 370,000). inhibition, % at 9 µM;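 active means inhibition above the mean inhibition of all tested compounds plus 3 SD, set per campaign, cut at about 52% in these data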;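 further: 0% = DMSO treated cells and 100% = cells given Gossypol at 36 µM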
SRC3 inh = inhibits human SRC3 coactivator; HEK293 GAL4-SRC3 luciferase reporter, luminescence; Q9Y6Q9; actives 0.17% (n = 360,000); inhibition, % at 3.6 µM;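 active means inhibition above a per-campaign cutoff, the mean of all compounds plus 3 SD, cut at about 60% in these data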;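 further: 0% = DMSO-treated cells and 100% = gossypol-treated cells at 36 µM; higher means less SRC3-driven luciferase light from the GAL4 reporter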
Target sequence (Q9Y6Q9 whole entry, looked up, the tested form may be a part): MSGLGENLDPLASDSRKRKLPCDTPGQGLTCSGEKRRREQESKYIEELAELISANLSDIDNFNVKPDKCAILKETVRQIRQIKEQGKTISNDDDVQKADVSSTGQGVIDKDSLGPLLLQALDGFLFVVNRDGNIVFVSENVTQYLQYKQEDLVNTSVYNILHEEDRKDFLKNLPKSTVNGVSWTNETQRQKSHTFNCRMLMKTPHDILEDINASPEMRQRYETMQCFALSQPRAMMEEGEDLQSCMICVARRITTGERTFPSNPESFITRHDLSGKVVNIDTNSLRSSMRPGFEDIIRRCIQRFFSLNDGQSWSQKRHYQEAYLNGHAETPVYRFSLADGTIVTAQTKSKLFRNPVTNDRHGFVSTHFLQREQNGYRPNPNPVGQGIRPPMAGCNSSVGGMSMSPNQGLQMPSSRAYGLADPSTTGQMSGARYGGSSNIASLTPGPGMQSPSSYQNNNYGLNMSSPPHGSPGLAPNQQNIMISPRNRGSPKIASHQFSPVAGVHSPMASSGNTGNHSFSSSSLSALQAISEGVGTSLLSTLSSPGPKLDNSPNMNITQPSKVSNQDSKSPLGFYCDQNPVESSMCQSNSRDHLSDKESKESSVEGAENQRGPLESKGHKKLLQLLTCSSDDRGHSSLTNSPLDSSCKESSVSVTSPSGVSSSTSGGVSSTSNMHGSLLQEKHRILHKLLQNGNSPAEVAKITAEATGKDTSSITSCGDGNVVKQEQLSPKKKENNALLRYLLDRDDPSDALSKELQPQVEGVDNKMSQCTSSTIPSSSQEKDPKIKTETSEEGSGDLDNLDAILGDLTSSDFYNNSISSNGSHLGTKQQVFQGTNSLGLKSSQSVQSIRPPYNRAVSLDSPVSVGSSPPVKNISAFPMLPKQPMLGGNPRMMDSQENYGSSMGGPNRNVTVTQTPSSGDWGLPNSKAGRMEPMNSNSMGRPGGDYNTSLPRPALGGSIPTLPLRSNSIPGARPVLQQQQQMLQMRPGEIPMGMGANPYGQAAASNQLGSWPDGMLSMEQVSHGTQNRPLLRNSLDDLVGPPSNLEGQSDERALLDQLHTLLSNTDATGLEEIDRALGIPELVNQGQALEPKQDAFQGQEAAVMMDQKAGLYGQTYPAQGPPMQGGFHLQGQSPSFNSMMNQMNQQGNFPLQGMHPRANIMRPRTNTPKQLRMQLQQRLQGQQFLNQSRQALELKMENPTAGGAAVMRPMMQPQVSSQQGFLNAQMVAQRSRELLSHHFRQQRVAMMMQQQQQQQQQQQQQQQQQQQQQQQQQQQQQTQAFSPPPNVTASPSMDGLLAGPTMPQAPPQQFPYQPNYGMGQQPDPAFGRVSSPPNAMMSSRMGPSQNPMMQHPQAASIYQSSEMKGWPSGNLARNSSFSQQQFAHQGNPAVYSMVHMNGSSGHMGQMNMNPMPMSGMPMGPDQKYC
* = called active by the depositor; · = not tested or not shown.

1) CC(C)NC(=O)CC(=O)N/N=C/c1ccc(Br)cc1
2) CCN(CC(=O)NCc1ccco1)S(=O)(=O)c1ccc(F)cc1
3) Cc1[nH]c2ccc(C(=O)N3CCN(c4ccccc4Cl)CC3)cc2c1C
4) C/C(=N\NC(=O)c1cccc([N+](=O)[O-])c1)c1ccncc1
5) CSc1sc(-c2ccnc(SCC(=O)C(C)(C)C)n2)c2c1C(=O)CC(C)(C)C2
6) O=C(C1CCN(C2CC(=O)N(c3cccc(Cl)c3)C2=O)CC1)N1CCCC1 (centres undefined)
7) COC(=O)c1ccccc1NS(=O)(=O)c1ccc2c(c1)oc(=O)n2C
8) Nc1c(C(=O)N/N=C/c2cccnc2)oc2nc(-c3ccco3)cc(-c3ccco3)c12

entry no.,1,2,3,4,5,6,7,8
LMP1 NFkB inh,3,-10,1,4,9,-9,39,·
TWEAK-Fn14 inh,-11,16,-12,-4,-19,7,13,44
CF NFkB block,5,5,19,14,-2,5,2,-36
KKLEB tox,-8,-2,-25,-6,-11,-4,-8,24
TROY NFkB inh,-32,2,5,-13,-28,-3,6,-15
NR2F2 inh,-7,-3,-2,0,-8,1,3,6
LRH-1 inv ag,12,6,7,7,20,-20,10,17
TRAIL sens C8,-1,-19,2,0,8,-2,3,-6
SRC1 inh,-27,-10,6,-12,6,0,4,-1
NCOA2 inhibitor,8,-83,-2,-20,2,-18,1,-12
SRC3 inh,8,-2,8,-22,15,0,4,-9

Reformatted with each value named: entries from further up
#2 CCN(CC(=O)NCc1ccco1)S(=O)(=O)c1ccc(F)cc1
  LMP1 NFkB inh = -10
  TWEAK-Fn14 inh = 16
  CF NFkB block = 5
  KKLEB tox = -2
  TROY NFkB inh = 2
  NR2F2 inh = -3
  LRH-1 inv ag = 6
  TRAIL sens C8 = -19
  SRC1 inh = -10
  NCOA2 inhibitor = -83
  SRC3 inh = -2

#3 Cc1[nH]c2ccc(C(=O)N3CCN(c4ccccc4Cl)CC3)cc2c1C
  LMP1 NFkB inh = 1
  TWEAK-Fn14 inh = -12
  CF NFkB block = 19
  KKLEB tox = -25
  TROY NFkB inh = 5
  NR2F2 inh = -2
  LRH-1 inv ag = 7
  TRAIL sens C8 = 2
  SRC1 inh = 6
  NCOA2 inhibitor = -2
  SRC3 inh = 8

#4 C/C(=N\NC(=O)c1cccc([N+](=O)[O-])c1)c1ccncc1
  LMP1 NFkB inh = 4
  TWEAK-Fn14 inh = -4
  CF NFkB block = 14
  KKLEB tox = -6
  TROY NFkB inh = -13
  NR2F2 inh = 0
  LRH-1 inv ag = 7
  TRAIL sens C8 = 0
  SRC1 inh = -12
  NCOA2 inhibitor = -20
  SRC3 inh = -22

Next structures follow.
9) CCCCNc1oc(-c2ccc(OC)cc2)nc1S(=O)(=O)c1ccccc1
10) CC1(C)CC(=O)C(C(c2ccc(F)cc2)C2C(=O)CC(C)(C)CC2=O)C(=O)C1
11) O=C(c1ccco1)N1CCN(C(=O)c2ccccc2OCc2ccc(Cl)cc2)CC1
12) OCc1ccc(-c2cncc3nccn23)cc1
13) O=S(=O)(Nc1nnc(C2CC2)s1)c1ccccc1
14) CC(C)(C)c1ccc(C(=O)Nc2nnc(C3=COCCO3)o2)cc1
15) Cc1ccc(C(=O)Cn2c3[n+](c4ccccc42)CC(O)CS3)cc1 (centres undefined)
16) Cc1cccc(N2CCN(C(=O)c3cc(S(=O)(=O)N4CCOCC4)cn3C)CC2)c1C

entry no.,9,10,11,12,13,14,15,16
LMP1 NFkB inh,2,2,-3,·,2,2,-1,-2
TWEAK-Fn14 inh,-3,-8,-19,4,11,-1,-12,-19
CF NFkB block,1,9,38,-7,-1,-9,21,2
KKLEB tox,18,7,-23,3,11,7,15,-9
TROY NFkB inh,12,-7,14,1,9,-30,1,-2
NR2F2 inh,1,2,-7,-21,3,10,-7,-4
LRH-1 inv ag,-14,-6,-8,10,-2,3,11,-6
TRAIL sens C8,-16,1,0,-2,6,7,-3,11
SRC1 inh,14,4,-17,3,7,-7,-7,4
NCOA2 inhibitor,2,-1,-2,3,-11,-2,5,3
SRC3 inh,-11,21,-9,-1,10,-10,7,12

17) CCN(CC(=O)Nc1c(F)cccc1F)C(=O)/C=C/c1ccc(Br)s1
18) O=C(CNC(=O)c1ccco1)OCC(=O)c1ccc([N+](=O)[O-])cc1
19) CN1CCN(NC(=O)CN(C)S(=O)(=O)c2cc(Cl)ccc2Cl)CC1
20) CCOc1ccc(NC(=O)CN(C)C(=O)Cc2n[nH]c(=O)c3ccccc23)cc1OCC
21) O=[N+]([O-])c1cnn2cc(Br)cnc12
22) CC(C)c1ccc(CN2CCC(Oc3ccc(C(=O)N4CCCC4)cc3)CC2)cc1
23) C/C(=N\NC(=O)c1cc(C)nc2ccccc12)c1cccs1
24) O=S(=O)(NC1CCN(Cc2ccccc2)CC1)c1cccc2cccnc12

entry no.,17,18,19,20,21,22,23,24
LMP1 NFkB inh,-19,12,-1,0,-10,14,-3,-14
TWEAK-Fn14 inh,-8,3,12,-3,1,7,-11,-4
CF NFkB block,-11,-8,-4,-26,-19,8,-5,7
KKLEB tox,8,-5,8,23,5,2,-10,-7
TROY NFkB inh,-37,4,15,-17,0,2,28,-14
NR2F2 inh,8,-2,3,-20,17,14,-18,·
LRH-1 inv ag,2,-1,9,-6,26,-2,26,17
TRAIL sens C8,3,2,-4,-4,-12,9,5,4
SRC1 inh,9,14,-13,0,-3,-8,11,0
NCOA2 inhibitor,-3,6,-10,7,29,23,-4,·
SRC3 inh,-10,13,6,12,3,9,11,7

25) O=C(O)CCc1nc(-c2cccs2)no1
26) Cc1c(C(=O)OCC(=O)NCc2ccc3c(c2)OCO3)cccc1[N+](=O)[O-]
27) N#Cc1cc(-c2ccccc2)nnc1Sc1ccc(Cl)cc1
28) CC1(CO)COC(c2ccccc2)=N1 (centres undefined)
29) COc1ccc2c(c1)[nH]c1c(=O)n(CC3CCCO3)cnc12 (centres undefined)
30) O=[N+]([O-])c1ccc(CN2C=NS(=O)(=O)c3ccccc32)cc1
31) O=C(NC1CCCC1)C1c2ccccc2C(=O)N1CCCN1CCOCC1 (centres undefined)
32) C=CCNC(=O)c1ccc(NC(=O)C2=CSCCO2)cc1

entry no.,25,26,27,28,29,30,31,32
LMP1 NFkB inh,2,2,-3,-6,-18,6,3,17
TWEAK-Fn14 inh,5,0,-13,3,-8,0,-18,24
CF NFkB block,1,-5,11,8,-4,7,-10,7
KKLEB tox,0,-11,-4,-5,3,-33,-34,1
TROY NFkB inh,-9,14,10,-10,0,-14,-2,-7
NR2F2 inh,7,-9,-11,6,2,1,18,·
LRH-1 inv ag,-11,20,7,7,-40,8,0,-108
TRAIL sens C8,-12,4,1,-26,5,-7,-9,10
SRC1 inh,5,-5,-12,-14,-35,10,-11,-122
NCOA2 inhibitor,1,-2,5,-12,-26,3,-12,·
SRC3 inh,-16,7,15,14,-21,0,10,-124

33) Cc1ccc(-n2c(SCc3nnc4n3CCC4)nnc2-c2ccccc2)cc1
34) Cc1c(Cl)cnc(NC(=O)CSc2nncs2)c1Cl
35) CC(C)c1ccc(C(=O)OCC(=O)c2c(N)n(C)c(=O)n(C)c2=O)cc1
36) COc1ccc(NC(=O)C2CCCN(C(=O)c3ccc(Cl)cc3)C2)cc1Cl (centres undefined)
37) COc1ccc(S(=O)(=O)N(CC(=O)N/N=C/c2ccc(C(=O)O)cc2)Cc2ccccc2)cc1OC
38) COc1ccc(N=Cc2cc3c(cc2O)OC(N)=C(C#N)C3c2ccccc2)cc1 (centres undefined)
39) OCCN1CCN(c2ncnc3c2ncn3[C@H]2CN(Cc3cccnc3)C[C@@H](CO)O2)CC1
40) CCCCCc1c(-c2ccc(OC)cc2)ncn1CCc1ccccc1OC

entry no.,33,34,35,36,37,38,39,40
LMP1 NFkB inh,-4,11,-2,3,0,1,·,·
TWEAK-Fn14 inh,-3,-4,-5,1,2,15,-5,49
CF NFkB block,-3,-5,12,22,13,56*,8,·
KKLEB tox,-3,-2,6,-8,4,14,2,·
TROY NFkB inh,2,-3,9,-21,4,-7,-7,42
NR2F2 inh,0,5,11,9,10,35,8,36
LRH-1 inv ag,20,9,1,-14,7,0,0,-24
TRAIL sens C8,6,5,3,3,-13,27,6,37
SRC1 inh,-11,17,12,-7,-3,5,3,·
NCOA2 inhibitor,2,-11,17,-8,4,-14,-9,8
SRC3 inh,-1,-6,0,-14,-4,7,-14,·

41) CC1(C)CCN(Cc2ccccc2)C1CC#N (centres undefined)
42) O=C(O)CCC(C(=O)O)n1c(O)c(C2=c3ccccc3=NC2=O)sc1=S (centres undefined)
43) CCC(=O)Oc1ccc(C/C(=N\O)c2ccc(O)cc2O)o1
44) CCc1nnc(NC(=O)c2cccc(C(=O)Nc3nnc(CC)s3)n2)s1
45) Fc1ccccc1/C=N/n1c(COc2ccccc2)n[nH]c1=S
46) CCCS(=O)(=O)NC(=O)C1(C)CCCN(C(=O)/C=C/c2ccccc2)C1 (centres undefined)
47) Cc1nnc(SCc2ccccn2)n(N)c1=O
48) CCc1c(C)nc2nc(SCc3ccccc3Cl)[nH]n2c1=O

entry no.,41,42,43,44,45,46,47,48
LMP1 NFkB inh,3,-9,5,33,-1,·,-7,2
TWEAK-Fn14 inh,0,7,19,49,6,13,16,-10
CF NFkB block,0,-14,16,4,7,-23,4,2
KKLEB tox,5,1,-10,33,-5,10,0,-8
TROY NFkB inh,-13,-2,46,-26,23,13,-24,26
NR2F2 inh,-13,4,20,-8,-12,2,12,-8
LRH-1 inv ag,15,8,-14,-8,3,4,10,6
TRAIL sens C8,2,9,27,45,11,24,-7,-17
SRC1 inh,-6,-2,1,-34,-2,-2,18,-4
NCOA2 inhibitor,13,7,11,7,6,16,0,-10
SRC3 inh,2,17,-13,-14,12,2,8,-14
